CF NFkB inh – inhibitors of PAF-induced NF-kB signaling, primary screen, cell-based, GFP fluorescence, uHTS; 0.86% of 360,000 active; inhibition, % at 5 µM; KKLEB NF-kB-GFP reporter, GFP fluorescence overnight;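 active = at least 50% inhibition at 5 µM, scaled per plate between neutral and stimulator controls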;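 note: PAF is a Pseudomonas aeruginosa culture filtrate used as stimulus; plate controls were PAF-stimulated DMSO wells for no effect and unstimulated DMSO wells for full effect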
SRC2 inh – inhibition of GAL4-SRC2 driven luciferase reporter, primary screen, SRC2 inhibitor project, cell-based, luminescence; inhibition, % at 9 µM; AID 651957, 2012; 0.17% of 370,000 active; Nuclear receptor coactivator 2 (Homo sapiens), Q15596; HEK293 GAL4-SRC2 luciferase reporter;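 active = inhibition above the mean inhibition of all tested compounds plus 3 SD, set per campaign, cut at about 52% in these data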;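 note: 0% = DMSO treated cells and 100% = cells given Gossypol at 36 µM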
LRH-1 inv ag – LRH-1 (NR5A2) inverse agonists, primary screen, cell-based, luminescence, HEK293T, StAR-luciferase reporter. LRH-1 transfected, 24 h. inhibition, % at 3.6 µM. 0.13% of 360,000 active. AID 602396, 2012;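 active = inhibition above the mean inhibition of all tested compounds plus 3 SD, cut at about 73% in these data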;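 note: 0% = DMSO wells and 100% = reporter-only cells lacking LRH-1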
TRAIL sens C8 – viability loss with TRAIL in NB7+C8 cells, primary screen, TRAIL sensitizer project, cell-based, ATPlite luminescence; inhibition (viability loss, TRAIL sensitization), % at 10 µM; 1% of 360,000 active;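 active = compounds causing at least 50% loss of cell viability in the single-dose screen, relative to plate controls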
TWEAK-Fn14 inh – inhibitors of TWEAK-Fn14 signaling, primary screen, luciferase reporter cells, uHTS | TWEAK-stimulated Fn14 reporter cells, luciferase luminescence, 8 h | inhibition, % at 10 µM | 2% of 360,000 active | AID 1159606, 2016; in the data active = inhibition above about 50%
NR2F2 inh – NR2F2 transcriptional activity inhibitors, primary screen, cell-based, luciferase reporter, HEK293T, luminescence | HEK293T NGFI-A luciferase reporter | inhibition, % at 8.6 µM | 0.7% of 370,000 active;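 active = inhibition above a per-plate cutoff, mean inhibition of test wells between control levels plus 3 SD, cut at about 38% in these data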;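 note: cells cotransfected with COUP-TFII expression vector driving the NGFI-A reporter; 0% = median of COUP-TF2 test wells and 100% = reporter-only cells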
KKLEB tox – cytotoxicity in KKLEB CF airway cells, primary screen, cytotoxicity control for CF NF-kB inhibitor project, cell-based, uHTS, fluorescence assay plates | KKLEB CF airway cells viability, ATPlite luminescence, overnight; active compounds read low; cells stimulated with P. aeruginosa culture filtrate | activity change (cytotoxicity), % at 5 µM | 0.36% of 360,000 active;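 active = corrected activity change at or below -50% at 5 µM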
TROY signal inh – inhibitors of TROY-driven NF-kB signaling, primary screen, Q293 LMP1-TROYcd cells, NF-kB luciferase, uHTS | Q293 LMP1-TROYcd NF-kB luciferase reporter, 4 h | inhibition, % at 10 µM | 0.98% of 360,000 active | AID 1347056, 2019;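 active = compounds whose plate-normalised and pattern-corrected inhibition of the luciferase reporter signal at the single screening dose is 50% or more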
SRC1 inh – SRC1 coactivator transcriptional activity inhibitors, primary screen, cell-based, luminescence. Nuclear receptor coactivator 1 (Homo sapiens), Q15788. inhibition, % at 3.6 µM. AID 588354, 2011. HEK293 GAL4-SRC1 luciferase reporter. 0.12% of 360,000 active;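 active = inhibition above the campaign mean plus 3 SD, with each screening campaign given its own cutoff, cut at about 60% in these data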;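 note: 0% = DMSO treated cells and 100% = gossypol at 36 µM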
Target sequence (Q15788 whole entry, looked up, the tested form may be a part): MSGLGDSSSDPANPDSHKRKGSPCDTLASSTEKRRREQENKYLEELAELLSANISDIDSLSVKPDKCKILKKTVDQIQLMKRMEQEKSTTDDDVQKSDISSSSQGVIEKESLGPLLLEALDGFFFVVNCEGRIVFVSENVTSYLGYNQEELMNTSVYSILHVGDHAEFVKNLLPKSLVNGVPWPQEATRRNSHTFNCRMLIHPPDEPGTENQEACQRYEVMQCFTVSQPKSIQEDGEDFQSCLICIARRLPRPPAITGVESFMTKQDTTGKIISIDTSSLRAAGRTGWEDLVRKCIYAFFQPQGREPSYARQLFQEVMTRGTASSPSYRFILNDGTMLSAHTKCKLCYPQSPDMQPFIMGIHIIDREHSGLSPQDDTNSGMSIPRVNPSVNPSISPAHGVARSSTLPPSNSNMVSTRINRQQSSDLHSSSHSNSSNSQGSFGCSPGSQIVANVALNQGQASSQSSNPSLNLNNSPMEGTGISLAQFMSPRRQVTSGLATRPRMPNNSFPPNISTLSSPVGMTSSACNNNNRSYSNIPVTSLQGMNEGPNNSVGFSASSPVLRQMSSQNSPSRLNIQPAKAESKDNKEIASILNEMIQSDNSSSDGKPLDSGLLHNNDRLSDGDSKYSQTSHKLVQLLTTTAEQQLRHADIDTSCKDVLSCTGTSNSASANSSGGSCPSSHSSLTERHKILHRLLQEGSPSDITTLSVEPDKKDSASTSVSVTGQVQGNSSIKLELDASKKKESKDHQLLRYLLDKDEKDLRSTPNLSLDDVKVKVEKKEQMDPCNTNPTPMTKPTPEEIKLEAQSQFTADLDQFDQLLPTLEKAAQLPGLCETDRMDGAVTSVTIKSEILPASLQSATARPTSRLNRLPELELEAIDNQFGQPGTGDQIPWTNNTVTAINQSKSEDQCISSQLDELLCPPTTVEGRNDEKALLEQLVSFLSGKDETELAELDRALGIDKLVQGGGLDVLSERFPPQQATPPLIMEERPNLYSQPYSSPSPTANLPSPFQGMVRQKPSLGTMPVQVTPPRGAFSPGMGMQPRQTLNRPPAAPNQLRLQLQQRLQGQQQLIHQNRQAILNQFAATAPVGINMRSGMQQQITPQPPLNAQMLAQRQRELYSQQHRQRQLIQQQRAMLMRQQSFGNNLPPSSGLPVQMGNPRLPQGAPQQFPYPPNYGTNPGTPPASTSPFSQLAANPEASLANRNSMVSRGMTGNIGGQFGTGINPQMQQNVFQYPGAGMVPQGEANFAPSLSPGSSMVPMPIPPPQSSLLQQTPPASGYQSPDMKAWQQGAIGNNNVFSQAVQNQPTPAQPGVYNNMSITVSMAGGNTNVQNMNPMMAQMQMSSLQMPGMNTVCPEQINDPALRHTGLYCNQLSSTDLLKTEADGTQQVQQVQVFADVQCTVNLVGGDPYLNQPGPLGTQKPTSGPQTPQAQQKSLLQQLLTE
NCOA3 inh – SRC3 coactivator transcriptional activity inhibitors, primary screen, cell-based, luminescence; Nuclear receptor coactivator 3 (Homo sapiens), Q9Y6Q9; HEK293 GAL4-SRC3 luciferase reporter; inhibition, % at 3.6 µM; 0.17% of 360,000 active; AID 588352, 2011;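 active = inhibition above a per-campaign cutoff, the mean of all compounds plus 3 SD, cut at about 60% in these data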;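 note: 0% = DMSO-treated cells and 100% = gossypol-treated cells at 36 µM; higher means less SRC3-driven luciferase light from the GAL4 reporter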
LMP1 NFkB inh – EBV LMP1-driven NF-kappaB luciferase reporter inhibitors, primary screen, cell-based, luminescence, single point. LMP1-induced NF-kappaB luciferase reporter cells. 0.69% of 350,000 active. inhibition, % at 12.5 µM; in the data active = inhibition above about 41%;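 note: 0% = neutral control wells and 100% = reference inhibitor control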
Active calls of the source: *; / = not tested or not shown.

SMILES	CF NFkB inh	SRC2 inh	LRH-1 inv ag	TRAIL sens C8	TWEAK-Fn14 inh	NR2F2 inh	KKLEB tox	TROY signal inh	SRC1 inh	NCOA3 inh	LMP1 NFkB inh
CCc1cc(C(=O)N2CCN(S(=O)(=O)c3cc(C)ccc3C)CC2)sc1C	15	-15	11	7	-18	-5	-8	-22	-18	17	6
COC(=O)[C@@]1(Sc2ccc(C)cc2)CC(=O)N(C(=O)/C=C/c2ccccc2)[C@@H]1c1ccccc1	/	-14	9	7	14	-7	/	-11	/	/	/
Cc1ccc(NS(=O)(=O)c2cc3c(cc2C)NC(=O)CO3)cc1	-5	12	2	5	8	9	-3	-3	-5	-3	3
CCc1nc2ccc(C(=O)N3CCN(S(=O)(=O)CC)CC3)cn2c1N(C)Cc1cccs1	26	6	13	-16	11	-6	-24	-1	16	17	/
CCOC(=O)C1(Cc2ccc(OC)cc2)CCN(C(=O)c2csc(C)n2)CC1	-5	-40	4	-2	-4	9	-3	-15	-11	1	-1
O=C(COC(=O)/C=C/c1cccc([N+](=O)[O-])c1)NCCCN1CCCC1=O	-11	10	-9	-11	13	-21	-1	-13	5	8	3
COc1ccc(NC(=O)CSc2nc3ccccc3nc2N2CCCCC2)cc1	11	0	1	-19	13	-18	-14	-15	-2	11	-9
Cn1cc(C(=O)NCCO)c(=O)c2ccccc21	14	12	11	-2	1	3	-8	-5	13	4	-4
COc1ccc(CCNS(=O)(=O)c2ccccc2[N+](=O)[O-])cc1OC	4	-1	0	11	4	-35	6	0	2	-7	-26
CC(C)NC[C@@H](O)c1ccc(O)c(O)c1	-4	-17	3	-18	-30	-56	1	7	-17	-39	13
CC1CCN(C(=O)c2[nH]c(C(F)(F)F)nc2-c2ccccc2)CC1	-9	14	3	-12	-22	-10	-14	16	0	21	/
COc1ccc(C(=O)NC(Cc2ccccc2)c2ccc3c(c2)OCCCO3)cc1 (centres undefined)	-16	-31	-4	13	-2	-5	15	-23	-16	16	-1
Cc1ccc(OCCNCc2ccccc2)c(C)c1	-2	-17	-12	1	-17	-15	3	-7	0	-5	0
C[C@H]1CN(c2ccccc2)C(=O)[C@@H]1CC(=O)Nc1ccccc1	-9	-42	14	-1	8	9	5	3	-9	-2	5
CC(C)OCCCn1c(=O)c2ccccc2n2c(CCC(=O)NC3CCN(Cc4ccccc4)CC3)nnc12	-7	-10	22	-4	7	12	4	-4	-41	-4	-2

Six of these compounds in a different format:
SMILES,CF NFkB inh,SRC2 inh,LRH-1 inv ag,TRAIL sens C8,TWEAK-Fn14 inh,NR2F2 inh,KKLEB tox,TROY signal inh,SRC1 inh,NCOA3 inh,LMP1 NFkB inh
Cc1ccc(NS(=O)(=O)c2cc3c(cc2C)NC(=O)CO3)cc1,-5,12,2,5,8,9,-3,-3,-5,-3,3
CCc1nc2ccc(C(=O)N3CCN(S(=O)(=O)CC)CC3)cn2c1N(C)Cc1cccs1,26,6,13,-16,11,-6,-24,-1,16,17,/
CCOC(=O)C1(Cc2ccc(OC)cc2)CCN(C(=O)c2csc(C)n2)CC1,-5,-40,4,-2,-4,9,-3,-15,-11,1,-1
O=C(COC(=O)/C=C/c1cccc([N+](=O)[O-])c1)NCCCN1CCCC1=O,-11,10,-9,-11,13,-21,-1,-13,5,8,3
COc1ccc(NC(=O)CSc2nc3ccccc3nc2N2CCCCC2)cc1,11,0,1,-19,13,-18,-14,-15,-2,11,-9
Cn1cc(C(=O)NCCO)c(=O)c2ccccc21,14,12,11,-2,1,3,-8,-5,13,4,-4

Further results follow:
SMILES	CF NFkB inh	SRC2 inh	LRH-1 inv ag	TRAIL sens C8	TWEAK-Fn14 inh	NR2F2 inh	KKLEB tox	TROY signal inh	SRC1 inh	NCOA3 inh	LMP1 NFkB inh
CCOC(=O)C1=C(C)NC(=O)NC1c1c(OCC(=O)N2CCCCC2)ccc2ccccc12 (centres undefined)	3	-33	4	-8	-7	1	3	-7	-11	9	-10
Cc1ccc(NC(=O)C2CCCN2C(=O)OCc2ccccc2)c(O)c1 (centres undefined)	0	4	-8	4	24	15	-5	-7	-7	4	-4
CCC(=NC(C)c1ccccc1)c1c(O)n(C)c(=O)n(C)c1=O (centres undefined)	1	22	19	20	33	56*	-10	8	13	27	1
COC(=O)c1ccc(N=Nc2c(C)[nH]n(-c3ccccc3)c2=O)cc1	-12	15	12	-7	-10	22	-7	3	14	5	-4
Cn1c(SCC(=O)Nc2ccccc2-c2ccccc2)nnc1-c1ccco1	2	-15	14	-11	3	7	-4	14	7	15	-3
O=C(Nc1ccnn1C1CCN(Cc2cc3ccccc3[nH]2)CC1)C1CCOC1 (centres undefined)	-6	-11	1	-1	0	6	11	-17	-16	13	5
CC(=O)Oc1ccc2occ(C(=O)c3cccs3)c2c1	-24	-46	-145	-9	3	-31	7	-33	-76	-58	-12
Cc1cc(NN)nc(NS(=O)(=O)c2ccc(Cl)cc2)n1	-6	4	4	-4	9	-1	-5	-2	-21	8	12
Cc1cc(OCCOCCNCc2ccccc2)ccc1C(C)C	8	-13	0	-1	-1	6	-2	4	1	5	4
O=c1[nH]cccc1-c1nc2ccccc2n1Cc1ccc(Cl)cc1	4	-1	0	-12	4	15	-12	16	-10	0	-10
Cc1ccc(S(=O)(=O)N2[C@@H](c3ccc(C(C)(C)C)cc3)C(C(=O)O)=CC[C@H]2c2cccs2)cc1	8	15	-2	8	22	15	-2	25	6	-12	3
Cc1c2c(nc3c(C(=O)NC4CC4)cnn13)CCCC2	-7	-16	-32	34	-4	-30	4	-41	-68	-25	4
CC(=O)Nc1ccc(C2NC(=S)N(c3ccccc3C(F)(F)F)C(C)=C2C(=O)N2CCOCC2)cc1 (centres undefined)	13	5	-2	11	-7	11	-1	-9	3	16	-4
CC(C)(CNC(=O)C1CCN(S(=O)(=O)c2cc([N+](=O)[O-])ccc2Cl)CC1)N1CCOCC1	-15	-7	7	14	24	-5	-4	-14	-16	18	-8
O=C(CSc1nnc(CNC(=O)c2c(F)cccc2Cl)o1)c1ccccc1	-4	-27	10	-4	-17	-2	3	-19	-12	-10	-3

Quoted from the listing:
Reading for `Cc1ccc(NC(=O)C2CCCN2C(=O)OCc2ccccc2)c(O)c1` (centres undefined) under CF NFkB inh: 0
Reading for `Cc1cc(OCCOCCNCc2ccccc2)ccc1C(C)C` under LRH-1 inv ag: 0
Reading for `O=c1[nH]cccc1-c1nc2ccccc2n1Cc1ccc(Cl)cc1` under SRC2 inh: -1
Reading for `Cn1c(SCC(=O)Nc2ccccc2-c2ccccc2)nnc1-c1ccco1` under SRC2 inh: -15
Reading for `CC(=O)Nc1ccc(C2NC(=S)N(c3ccccc3C(F)(F)F)C(C)=C2C(=O)N2CCOCC2)cc1` (centres undefined) under SRC2 inh: 5

Whole records, looked up by structure. Screens in order: CF NFkB inh | SRC2 inh | LRH-1 inv ag | TRAIL sens C8 | TWEAK-Fn14 inh | NR2F2 inh | KKLEB tox | TROY signal inh | SRC1 inh | NCOA3 inh | LMP1 NFkB inh
Cc1c2c(nc3c(C(=O)NC4CC4)cnn13)CCCC2 is listed as -7 | -16 | -32 | 34 | -4 | -30 | 4 | -41 | -68 | -25 | 4
Cc1cc(NN)nc(NS(=O)(=O)c2ccc(Cl)cc2)n1 is listed as -6 | 4 | 4 | -4 | 9 | -1 | -5 | -2 | -21 | 8 | 12

(more compounds)
SMILES	CF NFkB inh	SRC2 inh	LRH-1 inv ag	TRAIL sens C8	TWEAK-Fn14 inh	NR2F2 inh	KKLEB tox	TROY signal inh	SRC1 inh	NCOA3 inh	LMP1 NFkB inh
Cc1sc2nc(CN(C(=O)c3cccs3)C3CCCC3)[nH]c(=O)c2c1C	6	-10	4	6	-5	13	12	15	-2	-11	9
COc1ccc(Cc2nnc(SCC(=O)Nc3ccc(N4CCOCC4)cc3)o2)cc1	-5	-10	-3	-12	-22	9	5	3	0	-9	-8
COc1cc(CN2CCSCC2)cc(OC)c1OC	2	-15	4	1	1	10	-33	-9	3	16	2
CCOC(=O)C1CCN(C(=O)COC(=O)CSc2ccccc2C)CC1	-5	9	-10	-5	7	14	4	-6	13	-19	4
CCCSc1nc2c3c(sc2c(=O)[nH]1)CC(C)(CC)OC3 (centres undefined)	7	-27	-16	-2	-9	7	-6	-1	-1	10	-7
COc1ccc(N=C2SC(CC(=O)Nc3cccc(Cl)c3)C(=O)N2Cc2ccco2)cc1 (centres undefined)	1	3	-12	-14	53*	-4	-17	9	2	6	-6
COc1ccc(NC(=O)N(Cc2ccc(C)cc2)Cc2ccccn2)c(OC)c1	17	20	-7	2	-49	-5	-11	16	-9	-10	4
COc1cccc(N2CCN(c3ccc4nnc(CCC(=O)Nc5ccc(C)cn5)n4n3)CC2)c1	-17	/	-3	-1	-14	/	19	-3	-2	-8	2
CN(/N=C/c1cccc(Br)c1)C1=NS(=O)(=O)c2ccccc21	-32	-23	8	1	-2	9	2	14	-33	-27	-3
CCN(CC(=O)Nc1c(F)cccc1F)C(=O)c1ccc2c(c1)OCO2	-9	2	6	13	-13	8	14	7	1	-3	2
CC(=O)Nc1ccc(NC(=O)CCC(=O)NCCO)cc1	-14	/	-2	-12	-5	/	4	-6	1	6	-9
CC(C)CC(c1nnnn1C(C)(C)C)N1CCN(C2CCCC2)CC1 (centres undefined)	5	12	16	21	-20	16	-2	1	-21	15	6
O=C1c2ccccc2C(=O)N1CC1c2ccccc2CCN1S(=O)(=O)c1cnc[nH]1 (centres undefined)	-3	-14	2	-4	0	-10	1	1	6	-15	-4
CC(C)(C)OC(=O)NNC1CC(=O)N(c2ccccc2F)C1=O (centres undefined)	14	-10	-1	0	13	-3	-12	1	-3	-4	1
COc1cc2c(cc1CNC[C@H]1O[C@@H](n3ccc(N)nc3=O)[C@H](O)[C@@H]1O)OCO2	3	-5	-7	-4	-4	-6	-8	-4	5	4	10
c1nc(NC2CCCCCC2)c2[nH]cnc2n1	21	0	4	-13	5	-2	7	-21	-16	3	0
COc1ccc(C(=O)NC(=S)NCc2ccco2)cc1OC	-31	-2	16	8	-7	-1	6	3	-9	3	-8
O=C(C1CCC(CNS(=O)(=O)c2ccccc2)CC1)N1CCOCC1 (centres undefined)	13	5	8	-28	20	5	-4	4	-5	-13	8
Cc1ccc(-c2ccc(SCC(=O)NCC3CCCO3)nn2)cc1 (centres undefined)	-17	2	-15	10	-31	-2	-15	-45	-16	-16	4
CCOC(=O)Cn1c2c(c(=N)c3c1CCC3)CCCC2	-10	14	5	18	6	19	10	-2	-3	21	1

Screens: PubChem, several laboratories
